High-throughput results: PubChem BioAssay, National Center for Advancing Translational Sciences (NCATS)
WRN inhibitor – WRN helicase (human) inhibition | WRN helicase unwinding, fluorescent forked duplex, kinetic | Potency, µM (doses to about 114 µM), for inactives: at the highest dose activity change, negative = inhibition, actives largely listed as inhibitors | Q14191 | 360,000 tested, 0.46% active; further: potency means the concentration at half of the fitted maximal effect; on the % scale 0 is the no-effect control and ±100 the full control effect; nearly all actives have a fitted effect of over 55% in size
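WRN at 20 nM final was preincubated with compound for 15 min at room temperature; reaction started with 100 nM forked duplex oligonucleotide carrying fluorophore and quencher plus 2 mM ATP (final). Unwinding followed kinetically by red fluorescence (ex 525/em 598 nm).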
PI5P4Ka inh – PI5P4K alpha (human) kinase inhibition. P48426. PI5P4Kalpha enzyme, ADP-Glo luminescence, 60 min; stronger effect = lower value. max response, %. 330,000 tested, 1.2% active. AID 652105; active means max response of -50% or lower; inconclusive means between -30% and -50%; inactive means -30% or higher; further: value at the top dose of about 77 µM; on the % scale 0 is the no-effect control and ±100 the full control effect
Target sequence (P48426 whole entry, looked up): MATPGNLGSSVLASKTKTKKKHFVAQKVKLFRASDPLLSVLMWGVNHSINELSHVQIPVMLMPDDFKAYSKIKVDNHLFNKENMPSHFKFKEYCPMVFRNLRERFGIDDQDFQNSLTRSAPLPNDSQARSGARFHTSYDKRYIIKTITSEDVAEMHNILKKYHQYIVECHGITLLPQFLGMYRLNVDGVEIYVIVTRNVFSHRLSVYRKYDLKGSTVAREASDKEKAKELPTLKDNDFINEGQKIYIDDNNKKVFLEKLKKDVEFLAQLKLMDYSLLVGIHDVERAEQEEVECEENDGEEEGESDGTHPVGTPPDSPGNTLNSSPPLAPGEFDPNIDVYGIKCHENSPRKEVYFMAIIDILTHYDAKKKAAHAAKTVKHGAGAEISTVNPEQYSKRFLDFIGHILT
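ADP-Glo luminescence end-point after a 60 min room-temperature kinase reaction. PI5P4Kalpha and substrate in HEPES pH 7.4 buffer with EGTA, 0.1% CHAPS and 5% DMSO; ATP at 5 microM final.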
EPAC1 antagonist – EPAC1 (human) antagonism | EPAC1 GEF assay, Rap1b-BODIPY-GDP exchange fluorescence | Potency, µM (top dose mostly 115 µM), for the others: at the top dose activity change, negative = inhibition, most hits filed as inhibitors | 360,000 tested, 0.14% active;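 further: potency means the concentration at half of the fitted maximal effect; plate controls were vehicle for no effect and positive control for full effect; nearly all actives have a fitted effect of over 50% in size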
CCT modulator – changes cytosolic chaperonin activity. purified chaperonin ATPase assay, HTRF ADP detection, 30 min. activity change, % (concentration not given with the values), hits read low. 360,000 tested, 0.3% active. AID 651819; in the data active means activity change below about -30%; further: on the % scale 0 is the no-effect control and ±100 the full control effect
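ATPase activity: ADP formed was measured by HTRF Transcreener (665/615 nm ratio) after 30 min at 37 deg C with 10 uM ATP. Compounds screened at one 76 uM concentration against 40 or 20 nM TRiC in Tris pH 7.4/KCl/MgCl2/DTT buffer.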
EPAC1 ag – EPAC1 (human) agonism; O95398; EPAC1 agonist qHTS, biochemical assay; response scale: 100% = response to 6.5 mM cAMP; Potency, µM (doses to about 154 µM), for inactives: at the highest dose activation, hits mostly activators; 360,000 tested, 0.073% active; AID 720707; further: potency means the concentration at half of the fitted maximal effect; nearly all actives have a fitted effect of over 60% in size
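Nucleotide exchange assay: 100 nM EPAC1 with 250 nM Rap1B loaded with BODIPY-GDP and 50 uM GDP, room temperature. Fluorescence (480/540 nm) read every 5 min for 30 min; signal change normalized to 6.5 mM cAMP as full agonist.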
PLK1 PBD block – inhibitors of human PLK1 polo-box domain binding; Plk1 PBD binding of FITC phosphopeptide, fluorescence polarization; Potency, µM, without a hit: max response, negative = inhibition, actives largely listed as inhibitors; 360,000 tested, 2.8% active; AID 720504; further: potency means the concentration at half of the fitted maximal effect; series mostly up to about 57 µM; on the % scale 0 is the no-effect control and ±100 the full control effect; nearly all actives have a fitted effect of over 65% in size
Target sequence (P53350 whole entry, looked up, the tested form may be a part): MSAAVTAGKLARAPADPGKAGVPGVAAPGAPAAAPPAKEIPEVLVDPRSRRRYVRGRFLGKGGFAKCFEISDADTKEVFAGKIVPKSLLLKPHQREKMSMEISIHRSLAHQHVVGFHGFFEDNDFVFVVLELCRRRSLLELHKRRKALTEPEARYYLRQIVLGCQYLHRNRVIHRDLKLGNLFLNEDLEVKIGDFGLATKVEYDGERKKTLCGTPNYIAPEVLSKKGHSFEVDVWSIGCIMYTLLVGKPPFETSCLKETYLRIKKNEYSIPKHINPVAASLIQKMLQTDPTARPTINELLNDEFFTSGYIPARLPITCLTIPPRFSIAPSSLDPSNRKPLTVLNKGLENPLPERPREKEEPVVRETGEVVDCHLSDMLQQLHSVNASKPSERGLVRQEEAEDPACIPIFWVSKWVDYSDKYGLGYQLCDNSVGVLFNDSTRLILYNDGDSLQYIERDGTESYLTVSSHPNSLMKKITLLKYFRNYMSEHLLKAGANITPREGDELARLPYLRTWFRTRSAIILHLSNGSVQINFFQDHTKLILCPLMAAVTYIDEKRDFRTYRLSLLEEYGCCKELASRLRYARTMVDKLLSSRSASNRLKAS
EPAC2 antag – antagonists of human EPAC2; 360,000 tested, 0.18% active; EPAC2 GEF exchange of Rap1B-BODIPY-GDP, fluorescence; Potency, µM (top dose mostly 114 µM), for inactives: top-dose activity, negative = inhibition, usual class: inhibitors; Q8WZA2; AID 720708; further: potency means the concentration at half of the fitted maximal effect; on the % scale 0 is the no-effect control and ±100 the full control effect; nearly all actives have a fitted effect of over 45% in size; many of its hits are not listed in these tables
Mm-Cpn inhibitor – M. maripaludis TRiC chaperonin inhibition; 330,000 tested, 0.031% active; Potency, µM (highest dose often 76.9 µM), without a hit: top-dose activity, negative = inhibition, actives largely listed as inhibitors; purified Mm-Cpn ATPase, ADP Transcreener TR-FRET; AID 504842; further: potency means the concentration at half of the fitted maximal effect; on the % scale 0 is the no-effect control and ±100 the full control effect; nearly all actives have a fitted effect of over 80% in size
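Measured: ADP formation by purified Mm-CPN. Conditions: 25 nM protein, 10 uM ATP, Tris pH 7.4 with Mg2+, K+ and DTT, 37°C for 30 min. Detection: Transcreener HTRF after 30 min at room temperature.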
Active calls of the source: *; [ ] = another dose, or the depositor's remark. Unless noted, the call rests on the fitted dose curve; in most records, active means well fitted curve in the direction sought with a large enough effect; inconclusive means small, poorly fitted or top-dose-only effect, or another doubt; inactive means no such curve, though single readings can be large; an effect the other way counts as inactive or inconclusive.

Start of the data: the first two records, ahead of the listing:
O=c1[nH]c(CN2CCN(S(=O)(=O)c3cccs3)CC2)nc2c(Br)cc(Br)cc12 was read as WRN inhibitor -12%, PI5P4Ka inh 3, EPAC1 antagonist 5%, CCT modulator 0.2, EPAC1 ag 10%, PLK1 PBD block -3%, EPAC2 antag -1% and Mm-Cpn inhibitor -9%.
COc1ccc(OC)c(/C=C/c2ccnc3ccccc23)c1 was read as WRN inhibitor -4%, PI5P4Ka inh -1, EPAC1 antagonist -10%, CCT modulator 0.6, EPAC1 ag 2%, PLK1 PBD block 2% and EPAC2 antag inconclusive.

All compounds of this part, from the start:
O=c1[nH]c(CN2CCN(S(=O)(=O)c3cccs3)CC2)nc2c(Br)cc(Br)cc12 was read as WRN inhibitor -12%, PI5P4Ka inh 3, EPAC1 antagonist 5%, CCT modulator 0.2, EPAC1 ag 10%, PLK1 PBD block -3%, EPAC2 antag -1% and Mm-Cpn inhibitor -9%.
COc1ccc(OC)c(/C=C/c2ccnc3ccccc23)c1 was read as WRN inhibitor -4%, PI5P4Ka inh -1, EPAC1 antagonist -10%, CCT modulator 0.6, EPAC1 ag 2%, PLK1 PBD block 2% and EPAC2 antag inconclusive.
`Cc1cc(CNC(=O)[C@H]2C[C@@H]2[C@H](NP(=O)(c2ccccc2)c2ccccc2)c2ccccc2)nn1C` gave WRN inhibitor 0%, PI5P4Ka inh -3, EPAC1 antagonist -27%, CCT modulator -0.5, EPAC1 ag 0%, PLK1 PBD block inconclusive, EPAC2 antag -6% and Mm-Cpn inhibitor 3%.
For Cc1ccc(CNC(=O)CSc2nc(C)cc(C)c2C#N)cc1 the results were WRN inhibitor -3%, PI5P4Ka inh 4, EPAC1 antagonist 8%, CCT modulator 1.7, EPAC1 ag -4%, PLK1 PBD block -4%, EPAC2 antag 22% and Mm-Cpn inhibitor -29%.
For CC(C)CC(NC(=O)c1ccc(C#CC(C)(C)O)s1)C(=O)O (stereo not drawn) the results were WRN inhibitor 1%, PI5P4Ka inh 2, EPAC1 antagonist -1%, CCT modulator 1.8, EPAC1 ag 12%, PLK1 PBD block -19%, EPAC2 antag -1% and Mm-Cpn inhibitor 1%.
For Cc1ccc(C(=O)N2CCN(c3cccc(Cl)c3)CC2)cc1C the results were WRN inhibitor -16%, EPAC1 antagonist -5%, CCT modulator -1.5, EPAC1 ag 23%, PLK1 PBD block -10%, EPAC2 antag -8% and Mm-Cpn inhibitor 0%.
For O=[N+]([O-])c1ccc(C2=Nc3cc(Cl)ccc3OC2)cc1 the results were WRN inhibitor -5%, PI5P4Ka inh -5, EPAC1 antagonist -22%, CCT modulator 0.1, EPAC1 ag -14%, PLK1 PBD block -7%, EPAC2 antag -12% and Mm-Cpn inhibitor 2%.
For O=C(O)c1ccc(-c2noc(-c3cccc(Cl)c3)n2)cc1 the results were EPAC1 antagonist -6%, EPAC1 ag -11%, EPAC2 antag -4% and Mm-Cpn inhibitor -1%.
For CC1(C)CC(=O)c2cc(O)ccc2O1 the results were WRN inhibitor -11%, PI5P4Ka inh -5, EPAC1 antagonist 1%, CCT modulator -4.5, EPAC1 ag -6%, PLK1 PBD block -3%, EPAC2 antag 1% and Mm-Cpn inhibitor 3%.
O=S(=O)(NNc1ccc(Cl)nn1)c1ccc(F)cc1 was read as WRN inhibitor -36%, PI5P4Ka inh -6, EPAC1 antagonist -10%, CCT modulator -69*, EPAC1 ag 9%, PLK1 PBD block -5%, EPAC2 antag 6% and Mm-Cpn inhibitor 1%.
CCOc1ccc(/C=N/NC(=O)c2ccc(O)cc2)cc1CN1CC2CC(C1)c1cccc(=O)n1C2 (stereo not drawn) was read as WRN inhibitor -4%, PI5P4Ka inh -2, EPAC1 antagonist -6%, CCT modulator -3.2, EPAC1 ag -10%, PLK1 PBD block -5%, EPAC2 antag -16% and Mm-Cpn inhibitor -1%.
O=C(/C=C/Nc1ccc(OC(F)(F)F)cc1)C(F)(F)F was read as WRN inhibitor -11%, PI5P4Ka inh -4, EPAC1 antagonist -6%, CCT modulator 0.2, EPAC1 ag -7%, PLK1 PBD block -1%, EPAC2 antag -5% and Mm-Cpn inhibitor 1%.
`CCCC(C(=O)NC(C)(C)C)N(CC1CCCO1)C(=O)CNS(=O)(=O)c1ccc(F)cc1` (stereo not drawn) gave WRN inhibitor 3%, PI5P4Ka inh 0, EPAC1 antagonist 7%, CCT modulator 0.9, EPAC1 ag 0%, PLK1 PBD block -3%, EPAC2 antag -1% and Mm-Cpn inhibitor -1%.
For CCCC(=O)Nc1ccc2c(c1)nc1n2CCN(C2CCCCC2)C1 the results were WRN inhibitor 1%, PI5P4Ka inh -12, EPAC1 antagonist 6%, CCT modulator -2.4, EPAC1 ag 3%, PLK1 PBD block inconclusive, EPAC2 antag 4% and Mm-Cpn inhibitor -11%.
Screening Cc1nnc(SCC(=O)N(C2CCCCC2)C2CCS(=O)(=O)C2)n1C (stereo not drawn) returned WRN inhibitor 0%, PI5P4Ka inh -1, EPAC1 antagonist 0%, CCT modulator 0.9, EPAC1 ag 12%, PLK1 PBD block -4%, EPAC2 antag -7% and Mm-Cpn inhibitor 0%.
For C#CCOCCOCCOCCNc1nc(N2CCOCC2)nc(N2CCN(C(=O)CCCCCCCCCCNC(=O)[C@H]([C@@H](C)CC)n3cc(CCCCN=C(N)N)nn3)CC2)n1 the results were WRN inhibitor 8%, PI5P4Ka inh inconclusive, EPAC1 antagonist 9%, CCT modulator -1.9, EPAC1 ag -8%, PLK1 PBD block 2%, EPAC2 antag 13% and Mm-Cpn inhibitor -2%.
O=c1c(Br)c(N2CCCCC2)cnn1-c1ccccc1 was read as WRN inhibitor 1%, PI5P4Ka inh 4, EPAC1 antagonist -5%, CCT modulator -4.9, EPAC1 ag 11%, PLK1 PBD block inconclusive, EPAC2 antag -1% and Mm-Cpn inhibitor -2%.
Screening CC(C)c1[nH]nc2c1C1(CCN(Cc3ccccc3)CC1)C(C#N)=C(N)O2 returned WRN inhibitor 3%, EPAC1 antagonist -1%, CCT modulator 1.5, EPAC1 ag 9%, PLK1 PBD block -3%, EPAC2 antag 2% and Mm-Cpn inhibitor -3%.
For CCOC(=O)c1c(C)n(OCc2ccccc2)c2ccc3c(no[n+]3[O-])c12 the results were WRN inhibitor -4%, EPAC1 antagonist -2%, CCT modulator -5.6, EPAC1 ag 11%, PLK1 PBD block -6%, EPAC2 antag -1% and Mm-Cpn inhibitor 1%.
`Cc1ccc(/C=C2\SC(=S)N(CCCC(=O)Nc3ccc(O)cc3)C2=O)cc1` gave WRN inhibitor -3%, PI5P4Ka inh 2, EPAC1 antagonist -9%, CCT modulator -0.1, EPAC1 ag 4%, PLK1 PBD block -8%, EPAC2 antag -6% and Mm-Cpn inhibitor -1%.
CCCN1CCN(C(=O)Cn2nc(C)n3c(cc4c(OC)cccc43)c2=O)CC1 was read as WRN inhibitor 11%, PI5P4Ka inh -12, EPAC1 antagonist -8%, CCT modulator -1.0, EPAC1 ag -15%, PLK1 PBD block -9% and EPAC2 antag 4%.
For CC(C)Cc1cc(C(=O)NCc2cccnc2)no1 the results were WRN inhibitor -3%, PI5P4Ka inh -3, EPAC1 antagonist -7%, CCT modulator -2.1, EPAC1 ag 6%, PLK1 PBD block -13%, EPAC2 antag 9% and Mm-Cpn inhibitor -2%.
Screening CCNC(=S)Nc1cc(OCC)c(N2CCOCC2)cc1OCC returned WRN inhibitor -1%[57.1 µM], PI5P4Ka inh -4, EPAC1 antagonist -9%, CCT modulator 0.3, EPAC1 ag -2%, PLK1 PBD block 14%, EPAC2 antag -1% and Mm-Cpn inhibitor -1%.
Screening CCOC(=O)C1(CCCc2ccccc2)CCN(C(=O)c2cnc(C)cn2)CC1 returned WRN inhibitor -10%, PI5P4Ka inh 0, EPAC1 antagonist -11%, CCT modulator -6.2, EPAC1 ag -11%, PLK1 PBD block -20%, EPAC2 antag -14% and Mm-Cpn inhibitor 1%.
For COc1cc(/C=C/C(=O)OCC(=O)NC2CCS(=O)(=O)C2)ccc1OC(F)F (stereo not drawn) the results were WRN inhibitor 8%, PI5P4Ka inh -2, EPAC1 antagonist -6%, CCT modulator -2.1, EPAC1 ag 5%, PLK1 PBD block -7%, EPAC2 antag 1% and Mm-Cpn inhibitor 0%.
`O=C(COc1ccc2c(c1)OCO2)Nc1nnc(Cc2ccccc2)s1` gave WRN inhibitor -26%, PI5P4Ka inh inconclusive, EPAC1 antagonist 11%, CCT modulator 0.7, EPAC1 ag 12%, PLK1 PBD block 24µM*, EPAC2 antag 8% and Mm-Cpn inhibitor 0%.
COc1cccc2c1C(=O)C=C(C)C2=O was read as WRN inhibitor 10%[11.6 µM], PI5P4Ka inh -5, EPAC1 antagonist -3%, CCT modulator -2.9, EPAC1 ag -3%, PLK1 PBD block -7%, EPAC2 antag 7% and Mm-Cpn inhibitor -7%.
For O=C(Cc1nc2ccccc2[nH]1)c1cccc([N+](=O)[O-])c1 the results were WRN inhibitor 0%, PI5P4Ka inh -22, EPAC1 antagonist -8%, CCT modulator -1.6, EPAC1 ag 9%, PLK1 PBD block -20%, EPAC2 antag 1% and Mm-Cpn inhibitor 1%.
Screening COc1ccc(NC(=O)CSc2nc3ccsc3c(=O)n2CCC(=O)O)c(OC)c1 returned WRN inhibitor 2%, PI5P4Ka inh 0, EPAC1 antagonist -5%, CCT modulator -1.4, EPAC1 ag -11%, PLK1 PBD block -4%, EPAC2 antag -7% and Mm-Cpn inhibitor 0%.
CCOc1ccc(/C=C/C(=O)c2c(O)cc(C)oc2=O)cc1 was read as WRN inhibitor -13%, PI5P4Ka inh -6, EPAC1 antagonist -5%, CCT modulator 1.7, EPAC1 ag -17%, PLK1 PBD block 0%, EPAC2 antag 2% and Mm-Cpn inhibitor -1%.
For O=C1CC(NCC2CCCO2)C(=O)N1c1ccc(F)cc1 (stereo not drawn) the results were WRN inhibitor 4%, PI5P4Ka inh 7, EPAC1 antagonist 1%, CCT modulator 0.0, EPAC1 ag 4%, PLK1 PBD block 2%, EPAC2 antag -7% and Mm-Cpn inhibitor 1%.
`COC(=O)c1c(C)[nH]c(C)c1-c1ccccc1Cl` gave WRN inhibitor -2%, PI5P4Ka inh -4, EPAC1 antagonist -16%, CCT modulator -1.0, EPAC1 ag 0%, PLK1 PBD block -1%, EPAC2 antag 6% and Mm-Cpn inhibitor 2%.
Screening CC1(C)CC(=O)c2c(O)cc(OCC(=O)N3CCN(c4ccccc4)CC3)cc2O1 returned WRN inhibitor -2%, PI5P4Ka inh 0, EPAC1 antagonist -7%, CCT modulator -3.4, EPAC1 ag -11%, PLK1 PBD block -14%, EPAC2 antag -27% and Mm-Cpn inhibitor -4%.

Some of the compounds tested; count on the stated rates, not on these rows.
